SF1 activator: activates the human nuclear receptor SF-1. CHO-K1 Gal4-SF-1 LBD luciferase reporter; % increase over DMSO SF-1-specific signal. Q13285. AID 522. 1.9% of 65,000 active. activation, % at 10 µM;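 active = activation above the mean activation of all tested compounds plus 3 SD, cut at about 50% in these data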
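Assay system: CHO-K1 cells co-transfected with Gal4 DBD–human SF-1 LBD, 5xGal4 luciferase reporter / Input: 4,000 cells per well / Incubation: 20 h compound exposure at 37 °C after 1 h cell settling / Detection: SteadyLite luciferase luminescence / Control set: DMSO negative control and −SF1 background wells / Replication: one test per compound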
NADH coupling: blocks coupling enzymes of NAD/NADH assays; coupled PK/LDH NADH assays, four targets; IC50, µM (series often up to 10 µM), for the others: at the top dose inhibition; 0.02% of 65,000 active; AID 774;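 active = single-dose screening hits from any of four coupled enzyme assays that gave an IC50 when retested across doses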;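 also: the DPM-DC format reads NADH fluorescence rather than 340 nm absorbance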
M1 agonist: activates the M1 muscarinic receptor; CHO-M1 cells, Fluo-4 calcium fluorescence, agonist mode; active compounds read high; B-score at 10 µM; 3% of 64,000 active; AID 626;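 active = fluorescence rise, raw or as B-score row- and column-corrected plate score, outside the 99.7% band of its plate's samples, either direction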
Jurkat tox 60K: reduces viability or proliferation of Jurkat cells. Jurkat E6.1 viability, ATP luminescence, 48 h. inhibition, % at 4 µM. 1.2% of 56,000 active;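 active = inhibition above the mean inhibition of all tested compounds plus 3 SD, cut at about 28% in these data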
M1 antagonist: antagonists of rat M1 muscarinic receptor. B-score at 10 µM. CHO-M1 cells, Fluo-4 calcium, ACh EC80 antagonist mode; active compounds read low. 3.4% of 64,000 active. P08482. AID 628;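 active = calcium fluorescence response, raw or row-and-column corrected B-score, differing from the plate sample mean either way at a set confidence level, mostly lower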
HEK293 NFkB inh: lowers PMA/ionomycin-induced NF-kB signal in HEK293 cells; HEK-293 NF-kB luciferase reporter, luminescence; inhibition, % at 3 µM; 0.21% of 62,000 active;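 active = inhibition above the mean of all tested compounds plus 3 SD, cut at about 40% in these data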;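 also: 0% = stimulated DMSO wells and 100% = 10 µM reference inhibitor 5653914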
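System: NF-kB luciferase reporter HEK-293 cells | Replication: Single test | Control set: DMSO vs reference inhibitor | Evaluation: % inhibition | Schedule: 1 h pretreatment, 16 h stimulation, 37 °C | Probe or stimulus: PMA with ionomycin | Compound dosing: One dose, 3 µM | Detection: Luciferase luminescence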
D1 mod: allosterically modulates the human D1 dopamine receptor; HEK293 D1, CRE-luciferase, dopamine EC30 potentiation; actives deviate in either direction; B-score at 10 µM; 5.9% of 58,000 active; AID 641;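 active = luminescence count or its row- and column-corrected plate score outside the 99.7% band of the plate's sample wells, on either side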
Target sequence (P21728 whole entry, looked up): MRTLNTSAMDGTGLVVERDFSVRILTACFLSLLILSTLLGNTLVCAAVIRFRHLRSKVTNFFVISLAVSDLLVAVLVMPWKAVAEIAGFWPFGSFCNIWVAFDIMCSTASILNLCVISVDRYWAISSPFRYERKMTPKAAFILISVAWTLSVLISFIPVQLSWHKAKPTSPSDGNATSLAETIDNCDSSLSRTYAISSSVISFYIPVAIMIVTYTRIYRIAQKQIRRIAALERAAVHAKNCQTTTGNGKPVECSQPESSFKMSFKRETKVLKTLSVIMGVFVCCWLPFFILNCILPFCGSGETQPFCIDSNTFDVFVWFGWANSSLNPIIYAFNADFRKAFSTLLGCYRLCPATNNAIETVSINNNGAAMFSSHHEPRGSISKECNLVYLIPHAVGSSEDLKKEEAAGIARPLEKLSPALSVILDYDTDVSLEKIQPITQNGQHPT
tolC growth inh: growth inhibitors of E. coli BW25113 tolC mutant; AID 573; growth inhibition, % at 10 µM (by protocol); 2.2% of 65,000 active; OD615;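 active = growth inhibition at or above a cutoff equal to the mean over every tested compound plus 3 SD, cut at about 60% in these data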;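 also: growth measured after 20 h incubation at 37 °C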
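Material: E. coli BW25113 ΔtolC::kan, tolC deletion mutant strain. Measure: percent growth inhibition. Schedule: 37 °C, 20 h exposure. Doses: single-point testing at 10 µM. Signal: A615 absorbance measurement. Buffer or medium: kanamycin-containing LB broth (50 µg/mL).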
TNAP act DEA: activates human TNAP at intermediate phosphate acceptor concentration; purified TNAP, CDP-star luminescence, 100 mM DEA, 30 min; active compounds read high; scale: 0 levamisole-inhibited, 1 vehicle-only enzyme; activation factor at 20 µM; 64,000 tested, under 10 active; AID 813;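 active = activation factor of at least 2 at 20 µM, relative to controls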
Target sequence (P05186 whole entry, looked up): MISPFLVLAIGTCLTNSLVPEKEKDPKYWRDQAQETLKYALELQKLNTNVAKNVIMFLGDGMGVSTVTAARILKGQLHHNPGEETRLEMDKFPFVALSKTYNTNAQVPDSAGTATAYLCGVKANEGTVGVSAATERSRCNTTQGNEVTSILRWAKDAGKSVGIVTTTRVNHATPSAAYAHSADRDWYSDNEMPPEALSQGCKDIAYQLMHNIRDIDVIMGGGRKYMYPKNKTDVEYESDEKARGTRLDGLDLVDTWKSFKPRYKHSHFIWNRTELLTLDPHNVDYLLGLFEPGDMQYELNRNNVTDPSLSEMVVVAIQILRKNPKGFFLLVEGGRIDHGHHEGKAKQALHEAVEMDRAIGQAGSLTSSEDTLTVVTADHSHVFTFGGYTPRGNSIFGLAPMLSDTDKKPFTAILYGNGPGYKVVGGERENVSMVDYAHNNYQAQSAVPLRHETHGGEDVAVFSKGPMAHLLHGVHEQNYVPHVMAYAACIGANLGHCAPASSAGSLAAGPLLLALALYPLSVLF
* marks the source's active call; other numbers are inactive results; nt = not tested or not shown; [ ] = remark or other dose.

SMILES	SF1 activator	NADH coupling	M1 agonist	Jurkat tox 60K	M1 antagonist	HEK293 NFkB inh	D1 mod	tolC growth inh	TNAP act DEA
COc1ccc(NC(=O)c2cc(C(C)C)on2)c(OC)c1	50*	1%	0.0011	-8	-0.23	-12	0.36	8	0.9
O=C(CC1CCCCC1)Nc1c2c(nn1-c1ccc(F)cc1)CS(=O)(=O)C2	-6	5%	0.17	nt	-0.46	25	0.47	3	0.9
CCc1nnc(NC(=O)COC(=O)CN2C(=O)c3ccccc3C2=O)s1	-6	3%	-0.13	nt	0.44	17	-0.021	-6	0.9
CCCCCc1nc2c(=O)n(C)c3ccccc3c2o1	2	6%	0.074	-4	-0.56	-1	nt	23	1
COc1ccc(NC2CC(=O)NC2=O)cc1 (configuration not stated)	-14	9%	0.045	-2	-0.12	-2	-1.6	-9	0.9
COc1cc(S(=O)(=O)N2CCN(c3ccc(F)cc3)CC2)ccc1Cl	5	1%	-0.02	nt	-0.0025	nt	0.072	20	0.9
Cc1cc(NC(=O)CSc2nnc(Cc3cccn3C)n2CCc2ccccc2)no1	12	4%	-0.55	-3	0.048	21	-0.58	1	0.9
Cc1ccccc1NC(=O)C1CCC(C)(C(=O)O)C1(C)C (configuration not stated)	-6	2%	0.21	4	0.17	12	0.45	-24	0.9
COCC(=O)Nc1ccccc1C(=O)NC(C)C	-8	7%	-1	-1	-0.038	14	-0.47	-18	1.1
CCc1nc(N)nc2c1C(=O)CC(C)(C)C2	-20	3%	0.32	0	-0.67	2	8.3*	-4	1
Cc1cc(NC(=O)CSc2nc3c([nH]c4ccccc43)c(=O)n2-c2cccc(C(F)(F)F)c2)no1	18	6%	0.13	nt	0.64	16	0.084	32	1
CCOCCCNC(=O)C(c1ccccc1)N(Cc1ccc2c(c1)OCO2)C(=O)CNC(C)=O (configuration not stated)	-13	4%	0.55	nt	-0.31	13	-1.3	-1	1
O=c1[nH]c2ccccc2n1CCCOc1ccccc1	11	6%	-0.53	-3	-0.00036	7	0.31	22	0.9
Cn1c(C(=O)N2CCN(C3CCCCC3)CC2)cc2c(=O)n(C)c3ccccc3c21	-14	10%	0.75	-7	-2.4	-5	0.039	-3	1
Cc1cccc(NC(=O)c2cc3ccccc3c(=O)o2)n1	65*	6%	nt	-4	nt	-26	-3.9	-9	0.9
CCN1CCN(Cc2c(OC)ccc3ccccc23)CC1	-3	1%	0.58	-6	-3*	4	-3.6*	-6	0.9
O=c1[nH]c(N2CCOCC2)nc2ncn(Cc3ccccc3)c12	-17	3%	-1.1	-5	-0.16	18	1	15	1.1
COc1ccc(OC)c(C2C(C(=O)c3cccs3)=C(O)C(=O)N2c2cc(C)on2)c1 (configuration not stated)	26	2%	1.1	0	0.057	-1	0.044	18	0.9
O=C(NCCOc1ccccc1)C1CCCN1C(=O)c1cccs1 (configuration not stated)	1	3%	0.75	7	-0.026	8	0.33	-3	0.9
Cc1cc2c(N)cccc2nn1	2	6%	nt	9	nt	19	-5.1	-14	1
CCOC(=O)c1c(C)[nH]c(C(=O)CSc2nnnn2-c2ccccc2)c1C	-3	3%	-0.026	nt	-0.42	18	-0.083	-15	1
Cc1ccc(C(=O)N2CCCC(c3nc4c(nnn4Cc4ccccc4)c(=O)[nH]3)C2)cc1 (configuration not stated)	8	3%	0.12	0	0.065	3	3.4*	33	0.9
CC1Oc2ccccc2N(CC(=O)Nc2ccc3c(c2)OCCO3)C1=O (configuration not stated)	16	4%	0.093	-14	0.27	20	-1.7	-14	0.9
CCOC(=O)C1CCCN(C(=O)CCc2ccccc2)C1 (configuration not stated)	25	3%	0.48	2	-0.4	25	-0.022	0	1
CCN1CCN(CC(O)COc2cccc(OC)c2)CC1 (configuration not stated)	3	5%	-1.7	3	0.0065	-2	0.35	-12	0.9
O=C(Cn1nc(-c2cccc(Cl)c2)ccc1=O)Nc1cccnc1	-3	3%	0.18	-2	0.67	8	nt	-13	0.9
CCN(CC)S(=O)(=O)c1ccc(Cl)c(C(=O)OC)c1	8	5%	-0.38	7	-0.016	15	-0.48	2	1
CCCn1c(N)c(C(=O)CSc2nnc(Cc3ccccc3)o2)c(=O)n(C)c1=O	-36	2%	-0.5	nt	-2.5	17	-1.1	11	0.9
c1nc(N2CCCC2)c2[nH]cnc2n1	15	nt	0.41	nt	-0.6	21	nt	nt	nt
CCCc1[nH]n(-c2nc3ccccc3s2)c(=O)c1C=NCC1CCCO1 (configuration not stated)	-12	9%	-1	-7	-0.32	1	0.34	13	0.9
CC(=O)Nc1ccc(S(=O)(=O)N2CCC(c3nc4ccccc4[nH]3)CC2)cc1	17	3%	2.6	-4	-0.037	8	-0.67	5	0.8
Cc1cc(=S)n(-c2ccccc2)n1C	-10	5%	-0.2	-4	1.4	-7	0.26	4	1
CC1CCN(C(=O)CSc2ccc3nnc(-c4ccccc4)n3n2)CC1	-8	5%	-0.23	-7	1.8	15	1.4	-5	0.9
COc1ccc(-c2ccc(C(=S)N3CCN(C(C)=O)CC3)o2)cc1	11	12%	0.72	5	0.095	-8	0.99	-2	0.9
CCn1c(=NC(=O)CSC(C)=O)sc2cc(OC)ccc21	-18	11%	0.53	2	0.35	11	nt	5	0.9
O=S(=O)(Nc1nc2ccccc2nc1NCC1CCCO1)c1cccs1 (configuration not stated)	3	9%	-0.24	-1	0.15	4	8.6*	24	0.9
CCc1nc(C)cn1S(=O)(=O)c1cc(Br)c(C)cc1OC	22	3%	-0.17	0	-0.046	6	0.057	27	1
COc1ccccc1-c1nnc2sc(COc3ccc(F)cc3)nn12	-13	4%	-0.2	-3	0.5	-1	-1	14	0.9
O=C(C1=C(O)C(=O)N(c2ncccn2)C1c1cccs1)c1ccco1 (configuration not stated)	0	3%	-0.069	2	-0.91	17	-0.75	-10	0.9
C=CCOC(=O)CC(NC(=O)c1ccccc1)c1ccccc1 (configuration not stated)	-16	2%	-0.26	7	0.45	8	-0.048	6	0.9
COc1ccc2cnn(-c3ccccc3)c(=O)c2c1OC	-11	2%	0.0064	nt	-0.077	22	-0.012	3	0.9
COc1ccc2ncn(-c3ccccc3)c2c1	-5	4%	-0.0042	2	-0.036	-1	5.1*	8	0.9
CN1C(=O)CC(C(=O)O)SC1=Nc1cccc(C(F)(F)F)c1 (configuration not stated)	2	8%	0.18	0	0.52	8	0.15	-12	0.9
COc1ccc(S(=O)(=O)Nc2ccccc2C(F)(F)F)cc1	-16	4%	-0.19	1	-2.6	11	0.42	9	0.9
Cc1cc(C(=O)COc2nncc3ccccc23)c(C)n1C	6	5%	-0.53	-2	0.63	11	0.045	-7	0.9
COC(=O)c1ccc2c(=O)n(CCCN3CCCC3=O)c(=S)[nH]c2c1	-4	2%	0.63	-5	0.46	7	-1.1	-12	0.9
COc1cccc(OC)c1C(=O)N1CCN(S(=O)(=O)c2ccc(C)cc2)CC1	-3	2%	0.28	nt	0.13	nt	-0.49	3	0.9
CCCCC(=O)NCCNc1nc2c(c(=O)n(C)c(=O)n2C)n1Cc1ccc(F)cc1	-3	6%	0.29	6	-0.31	10	0.81	17	0.9
O=C(CN(c1ccc(Cl)c(C(F)(F)F)c1)S(=O)(=O)c1ccccc1)N1CCOCC1	-7	6%	0.49	0	0.18	7	-1.5	25	1
N#Cc1cccc2cnccc12	13	4%	-0.019	-2	-0.61	12	-0.91	-21	0.9

Going on with the list.
SMILES	SF1 activator	NADH coupling	M1 agonist	Jurkat tox 60K	M1 antagonist	HEK293 NFkB inh	D1 mod	tolC growth inh	TNAP act DEA
Cc1csc(SCc2nnc(-c3ccccc3Br)o2)n1	47	6%	-0.055	-1	-0.27	-38	-1.2	15	0.9
COc1ccc(OC)c(Nc2nc(-c3sc(C)nc3C)cs2)c1	23	2%	-0.021	-4	-0.15	0	0.56	7	1
Cc1nc(S(=O)(=O)N(C)Cc2ccccc2)c(C#N)c(C)c1Cl	-11	3%	-1.2	2	-0.29	3	-0.058	-10	0.9
CCc1ccccc1N1CC23C=CC(O2)C(C(=O)OCC(C)C)C3C1=O (configuration not stated)	18	1%	-0.0059	-2	0.052	-4	0.3	-16	0.9
OC(CN1CCOCC1)C12CC3CC(CC(C3)C1)C2 (configuration not stated)	-5	7%	-0.3	-6	-0.23	10	nt	-10	0.9
C=CCn1c(=N)n(CC(O)COc2ccccc2OC)c2ccccc21 (configuration not stated)	9	6%	-0.035	-5	-1.1	2	-5.4*	-7	1
COC(=O)c1c(NC(=O)c2c(C)noc2C)sc2c1CCCCCC2	4	4%[fluoresces]	-0.43	2	-0.27	2	0.46	-6	0.9
c1ccn2cc(CSC3=NCCS3)nc2c1	30	3%	0.12	3	-0.024	-7	-0.48	11	0.9
CCOC(=O)c1sc(=NC(=O)c2cccc(OC)c2)n(C)c1C	57*	7%	0.0033	-4	-0.24	-28	0.55	-29	1
O=C1CC(C(=O)Nc2ccccc2)C2(CCCC2)O1 (configuration not stated)	5	3%	0.024	nt	-0.072	14	-1	-9	1
Cc1ccnc(NC(=O)CCC2CCCCC2)c1	18	9%	0.53	-8	0.53	-5	-1.6	39	0.8
CC(C)COC(=O)NCCCOC(=O)Nc1ccccc1	1	6%	-0.29	8	0.17	7	-1.9	8	0.9
CCOC(=O)N1CCC(N(C(=O)Nc2ccc(CC)cc2)C(C)CC)CC1 (configuration not stated)	-16	4%	0.65	9	-0.44	20	0.071	0	1
CN(C)S(=O)(=O)N(CC(=O)N1CCOCC1)c1ccccc1	-13	3%	0.41	-4	-0.23	8	-0.51	-16	0.9
CC(C)C(C(=O)Nc1ccc2c(c1)OCCO2)N1C(=O)c2ccccc2C1=O (configuration not stated)	4	3%	0.49	-7	-1.2	10	1.3	4	0.9
CCOc1ccc(-n2c(SC)nc3c(c2=O)SCC3)cc1	-10	5%	-0.3	nt	0.43	15	-0.14	2	0.9
CCOc1ccc(C)cc1S(=O)(=O)n1ccc(C)n1	-1	5%	1.4	11	0.29	19	nt	-3	0.9
CCOC(=O)N1CCN(c2cc3nccnc3cc2F)CC1	-10	3%	-0.06	0	-0.28	20	-0.047	-1	0.8
O=C(COc1ccccc1Cl)NCCCN1CCOCC1	-4	2%	3	0	0.78	2	-1.8	-14	0.9
CC(C)C[C@H](N)c1nnc(S(=O)(=O)Cc2ccc(F)cc2)o1	1	5%	-0.42	10	0.4	23	-0.14	-10	0.9

D1 mod, entries above that show a hit.
canonical_smiles | SF1 activator | NADH coupling | M1 agonist | M1 antagonist | HEK293 NFkB inh | D1 mod | TNAP act DEA
CCc1nc(N)nc2c1C(=O)CC(C)(C)C2 | -20 | 3% | 0.32 | -0.67 | 2 | 8.3* | 1
CCN1CCN(Cc2c(OC)ccc3ccccc23)CC1 | -3 | 1% | 0.58 | -3* | 4 | -3.6* | 0.9
Cc1ccc(C(=O)N2CCCC(c3nc4c(nnn4Cc4ccccc4)c(=O)[nH]3)C2)cc1 (configuration not stated) | 8 | 3% | 0.12 | 0.065 | 3 | 3.4* | 0.9
O=S(=O)(Nc1nc2ccccc2nc1NCC1CCCO1)c1cccs1 (configuration not stated) | 3 | 9% | -0.24 | 0.15 | 4 | 8.6* | 0.9
COc1ccc2ncn(-c3ccccc3)c2c1 | -5 | 4% | -0.0042 | -0.036 | -1 | 5.1* | 0.9
C=CCn1c(=N)n(CC(O)COc2ccccc2OC)c2ccccc21 (configuration not stated) | 9 | 6% | -0.035 | -1.1 | 2 | -5.4* | 1

Bioassay records as filed in PubChem.
